Source: PubChem (National Center for Advancing Translational Sciences (NCATS))
DRD3 antagonist: qHTS of D3 Dopamine Receptor Antagonist: qHTS; D3R cells, DiscoveRx beta-arrestin luminescence, antagonist mode; active compounds read low; max response, negative = inhibition, %; actives 2.5% (n = 360,000); AID 652054, 2013; in the data active = max response below about -50%; inconclusive = no clear call, values can overlap the other calls; also: % is scaled to controls: 0 for no effect and ±100 for the full control effect; mostly tested at two doses, the higher about 12 µM
Target sequence (P35462 whole entry, looked up): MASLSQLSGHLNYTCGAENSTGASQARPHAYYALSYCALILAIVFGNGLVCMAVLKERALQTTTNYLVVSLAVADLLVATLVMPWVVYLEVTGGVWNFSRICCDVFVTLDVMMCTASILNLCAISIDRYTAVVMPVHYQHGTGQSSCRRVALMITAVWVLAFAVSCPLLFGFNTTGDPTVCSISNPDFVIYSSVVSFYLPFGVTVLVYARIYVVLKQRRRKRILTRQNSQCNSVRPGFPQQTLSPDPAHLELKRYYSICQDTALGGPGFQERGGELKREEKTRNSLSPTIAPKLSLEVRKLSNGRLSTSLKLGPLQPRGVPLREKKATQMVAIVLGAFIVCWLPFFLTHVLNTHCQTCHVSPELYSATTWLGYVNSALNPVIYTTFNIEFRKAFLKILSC
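Cells expressing the human receptor were seeded at 1500 cells/well, incubated overnight at 37 degrees C in 5% CO2, then exposed to library compounds with dopamine controls for 90 minutes at 37 degrees C before luminescent detection.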
DRD3 agonist: qHTS of D3 Dopamine Receptor Agonist: qHTS. D3R DiscoveRx beta-arrestin cells, luminescence, 90 min. max activation, %. actives 0.58% (n = 410,000); in the data active = max activation above about 30%; also: 0% is about no effect; mostly tested at two doses, the higher about 12 µM
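Agonist mode: compounds and dopamine controls were applied to plated cells for 90 min at 37 degrees C after an overnight attachment at 1500 cells/well. Luminescent read-out followed 30 - 60 minutes at room temperature with DiscoveRx detection reagent.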
PLK1 PBD block: qHTS for Inhibitors of PLK1-PDB (polo-like kinase 1 - polo-box domain): Primary Screen; actives 2.8% (n = 360,000); Serine/threonine-protein kinase PLK1 (Homo sapiens), P53350; Plk1 PBD binding of FITC phosphopeptide, fluorescence polarization; Potency, µM, for inactives: max response, negative = inhibition, hits mostly inhibitors; AID 720504, 2013; also: potency is read from the fitted curve at half-maximal effect; series mostly up to about 57 µM; % is scaled to controls: 0 for no effect and ±100 for the full control effect; nearly all actives have a fitted effect of over 65% in size
Target sequence (P53350 whole entry, looked up, the tested form may be a part): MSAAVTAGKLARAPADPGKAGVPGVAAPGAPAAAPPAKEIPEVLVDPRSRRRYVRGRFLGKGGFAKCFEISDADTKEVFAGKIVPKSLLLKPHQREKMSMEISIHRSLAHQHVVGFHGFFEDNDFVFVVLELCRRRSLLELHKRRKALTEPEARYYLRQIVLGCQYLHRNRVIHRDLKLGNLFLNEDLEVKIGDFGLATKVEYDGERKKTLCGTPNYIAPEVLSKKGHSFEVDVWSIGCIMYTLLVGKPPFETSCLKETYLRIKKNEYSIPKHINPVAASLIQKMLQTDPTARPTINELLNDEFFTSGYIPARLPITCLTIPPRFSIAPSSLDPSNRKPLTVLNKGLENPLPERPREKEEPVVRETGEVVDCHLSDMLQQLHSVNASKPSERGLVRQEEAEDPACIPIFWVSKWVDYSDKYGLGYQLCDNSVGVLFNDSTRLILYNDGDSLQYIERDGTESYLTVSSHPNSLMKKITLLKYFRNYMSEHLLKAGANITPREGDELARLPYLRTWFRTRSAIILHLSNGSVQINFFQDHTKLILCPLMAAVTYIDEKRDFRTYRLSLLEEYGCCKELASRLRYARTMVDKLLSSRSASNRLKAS
GLP1R inv ag: qHTS of GLP-1 Receptor Inverse Agonists (Inhibition Mode). Glucagon-like peptide 1 receptor (Homo sapiens), P43220. HEK293 GLP-1R CRE-luciferase, luminescence, 24 h; GLP-1R form is constitutively active. Potency, µM (top dose mostly 38.3 µM), for the others: at the highest dose activity change, negative = inhibition, usual class: inhibitors. actives 1.6% (n = 410,000); also: potency is read from the fitted curve at half-maximal effect; % is scaled to controls: 0 for no effect and ±100 for the full control effect; nearly all actives have a fitted effect of over 55% in size
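Inverse agonists were sought by their lowering of basal cAMP reporter luciferase output in HEK293 cells stably carrying constitutively active human GLP-1R, after 24 h compound treatment.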
PI5P4Ka inh: qHTS for Inhibitors of phosphatidylinositol 5-phosphate 4-kinase (PI5P4K); Phosphatidylinositol 5-phosphate 4-kinase type-2 alpha (Homo sapiens), P48426; max response, %; actives 1.2% (n = 330,000); AID 652105, 2013; PI5P4Kalpha enzyme, ADP-Glo luminescence, 60 min; active compounds read low; active = max response of -50% or lower; inconclusive = between -30% and -50%; inactive = -30% or higher; also: value at the top dose of about 77 µM; % is scaled to controls: 0 for no effect and ±100 for the full control effect
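Enzyme plus substrate dispensed, test compounds pinned in, then ATP (5 microM final) added. After 60 min at RT, ADP-Glo reagent 1 for 45 min and reagent 2 for 30 min preceded luminescence imaging.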
WRN inhibitor: qHTS for Inhibitors of WRN Helicase | Bifunctional 3'-5' exonuclease/ATP-dependent helicase WRN (Homo sapiens), Q14191 | WRN helicase unwinding, fluorescent forked duplex, kinetic | Potency, µM (series often up to 114 µM), without a hit: at the top dose activity change, negative = inhibition, usual class: inhibitors | actives 0.46% (n = 360,000) | AID 651768, 2012; also: potency is read from the fitted curve at half-maximal effect; % is scaled to controls: 0 for no effect and ±100 for the full control effect; nearly all actives have a fitted effect of over 55% in size
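Enzyme (20 nM final) and test compound sit together 15 min at room temperature before substrate addition. Substrate is a single-forked duplex oligonucleotide (100 nM) labelled with fluorophore and quencher, with 2 mM ATP; helicase unwinding raises red fluorescence, read kinetically.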
IL2 activator: qHTS of IL-2 Activators; IL-2 activation reporter assay, cell-based qHTS; stimulated with anti-CD3/CD4/CD28 beads; in transgenic mouse T cells; actives 0.065% (n = 360,000); activation, % (series mostly up to about 46 µM); in the data active = activation above about 50%; inconclusive = mostly about 30% to 49%; also: 0% is about no effect
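First, unstimulated transgenic mouse T cells were exposed to compound for 60 min. Next, anti-CD3/anti-CD4-coated beads with anti-CD28 were added. Finally, after 18 h at 37 degrees C, EGFP and DsRed were imaged.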
HEK293 tox: qHTS of GLP-1 Receptor Inverse Agonists: Cytotox Screen; actives 0.13% (n = 410,000); Potency, µM (doses to about 38.3 µM), inactives show at the highest dose activity change, negative = inhibition, usual class: inhibitors; HEK293 cAMP-luciferase reporter cells, luminescence, 24 h;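 also: loss of luciferase light is scored as toxicity; potency is read from the fitted curve at half-maximal effect; % is scaled to controls: 0 for no effect and ±100 for the full control effect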
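Cells in DMEM/10% Nu serum/1% pen-strep, 1536-well format. Pre-incubated 12 h, dosed with 23 nL compound, incubated a further 24 h. Luciferase detection, 12 min at room temp, luminescence.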
GLP-1R agonist: qHTS of GLP-1 Receptor Agonists | HEK293 GLP-1R CRE-luciferase, luminescence, 4-6 h; cells express a hypersensitive GLP-1R form | Potency, µM (series often up to 45.6 µM), inactives show at the top dose activation, actives largely listed as activators | actives 0.007% (n = 380,000); also: potency is read from the fitted curve at half-maximal effect; % of control where 0% means no effect
Active calls of the source: *; ? = inconclusive; nt = no result given; & = joins results of further samples; [ ] = another dose, or the depositor's remark. Unless noted, calls follow the shape of the dose curve; as a rule, active = well fitted curve in the direction sought with a large enough effect; inconclusive = small, poorly fitted or top-dose-only effect, or another doubt; inactive = no such curve, though single readings can be large; an effect the other way counts as inactive or inconclusive. No enrichment for hits; 7.8% or so of the library scored in one or more.

Below each compound – WRN inhibitor, PLK1 PBD block, IL2 activator, DRD3 antagonist, PI5P4Ka inh, GLP1R inv ag, GLP-1R agonist, DRD3 agonist, HEK293 tox
> Cc1ccc(NC(=O)CC2Oc3ccc(C)cc3NC2=O)cc1 (configuration not stated)
    7%, ?, 0.1, -21, 1, -15%, 2%, 0, 13%
> Cc1cc(Nc2ccccc2C(=O)O)n2ncnc2n1
    7%, -14%, -0.8, -8, nt, -3%, -3%, 1, -3%
> CN(C(=O)c1cc2n(n1)C(C(F)(F)F)CC(c1ccco1)N2)c1ccc(OC(F)(F)F)cc1 (configuration not stated)
    -3%, -9%, -0.9, 4, 2, ?, 3%, -5, 2%
> CC1O[C@@H](O[C@H](C)CC[C@@H](C)O[C@H]2OC(C)[C@@H](O)C[C@H]2O)C(O)C[C@H]1O (some centres not stated)
    -1%, 2%, -0.1, 3, 8, 15%, 10%, 9, 10%
> CCC(=O)N1c2ccc(S(=O)(=O)N(CCO)Cc3ccccc3)cc2CC1C (configuration not stated)
    0%, -5%, 1.6, -25, 0, 25%, 24%, 1, -4%
> CC(C)CC(CO)N1CCN(C(=O)c2cccc(C(F)(F)F)c2)CCC1=O (configuration not stated)
    1%, -5%, 0.9, 1, 2, 6%, 8%, 7, -2%
> CN(C)c1ccc(S(=O)(=O)NCC(=O)OCC(=O)c2ccc[nH]2)cc1[N+](=O)[O-]
    4%, 2%, 7.4, -10, -25, 5%, 6%, 2, 1%
> CCCCNC(=O)CSc1nc2ccccc2n1S(=O)(=O)c1ccc(Cl)cc1
    6%, 5%, -0.2, 15, -3, 4%, 0%, 0, -11%
> C/C(=N\NS(=O)(=O)c1ccccc1)c1cc(Cl)cc(Cl)c1O
    -5%[57.1 µM], -17%, -1.1, 20, 0, 9%, -2%, -2, -8%
> Cc1c(NC(=O)Cc2ccccc2)cccc1C(=O)NN1C(=O)c2ccccc2C1=O
    -4%, -6%, 0.1, 4, 0, 24%, -13%, -11, 2%
> CCOc1ccccc1OCC(=O)Nc1cc(S(=O)(=O)N2CCCCC2)ccc1N1CCN(CC)CC1
    -19%, -2%, -1.1, ?, 1, ?, 15%, -12, 5%
> CCOc1ccc(N2CC(C(=O)NCc3ccco3)CC2=O)cc1 (configuration not stated)
    -6%, -4%, -0.2, 3, 4, 1%, 2%, 2, 2%
> COc1ccccc1CN(Cc1nc2ccccc2c(=O)[nH]1)C(=O)Nc1ccc(C)cc1
    -6%, -5%, -1.8, 8, nt, 10µM*, 6%, 0, ?
> CC(=O)c1cc(NC(=O)c2ccc(Cl)cc2)c(=O)oc1/C=C/N(C)C
    -10%, 2%, 0.3, -72*, 0, 0%, -5%, -4, 3%
> Cc1cc(Br)cn2cc(C(=O)O)nc12
    -16%, 1%, -2.5, 1, -25, 2%, 4%, 2, -9%
> Nc1cc(-c2ccc(Cl)cc2)nn1S(=O)(=O)c1ccc(Cl)cc1
    -3%, -5%, -2.8, ?, -1, -29%, 1%, -6, -21%
> COc1cc(COc2ccc3c(C)c(Cc4ccccc4)c(=O)oc3c2)cc(OC)c1OC
    -14%, -1%, -0.5, -1, 19, -18%, 0%, 5, 6%
> Cc1ccc(C(=O)NC(Cc2ccccc2C(F)(F)F)C(=O)O)cc1 (configuration not stated)
    -5%, -6%, 0.6, ?, 1, 15%, 2%, 40*, 1%
> Cn1c(SCC(=O)NCCN2C(=O)CSC2=O)nnc1-c1ccccc1
    15%, -12%, -0.3, 4, -13, 0%, -3%, -7, -6%
> COc1cc(C=NNc2ccccc2)ccc1OC(=O)c1ccccc1
    6%, -5%, -2.5, -16, 7, 1µM*, -6%, -10, -26%

Entries from the list above containing a Cl atom:
Below each compound – WRN inhibitor, PLK1 PBD block, IL2 activator, DRD3 antagonist, PI5P4Ka inh, GLP1R inv ag, GLP-1R agonist, DRD3 agonist, HEK293 tox
> CCCCNC(=O)CSc1nc2ccccc2n1S(=O)(=O)c1ccc(Cl)cc1
    6%, 5%, -0.2, 15, -3, 4%, 0%, 0, -11%
> C/C(=N\NS(=O)(=O)c1ccccc1)c1cc(Cl)cc(Cl)c1O
    -5%[57.1 µM], -17%, -1.1, 20, 0, 9%, -2%, -2, -8%
> CC(=O)c1cc(NC(=O)c2ccc(Cl)cc2)c(=O)oc1/C=C/N(C)C
    -10%, 2%, 0.3, -72*, 0, 0%, -5%, -4, 3%
> Nc1cc(-c2ccc(Cl)cc2)nn1S(=O)(=O)c1ccc(Cl)cc1
    -3%, -5%, -2.8, ?, -1, -29%, 1%, -6, -21%

The main list resumes; the 3 compounds before the break are reprinted first.
Below each compound – WRN inhibitor, PLK1 PBD block, IL2 activator, DRD3 antagonist, PI5P4Ka inh, GLP1R inv ag, GLP-1R agonist, DRD3 agonist, HEK293 tox
> Cc1ccc(C(=O)NC(Cc2ccccc2C(F)(F)F)C(=O)O)cc1 (configuration not stated)
    -5%, -6%, 0.6, ?, 1, 15%, 2%, 40*, 1%
> Cn1c(SCC(=O)NCCN2C(=O)CSC2=O)nnc1-c1ccccc1
    15%, -12%, -0.3, 4, -13, 0%, -3%, -7, -6%
> COc1cc(C=NNc2ccccc2)ccc1OC(=O)c1ccccc1
    6%, -5%, -2.5, -16, 7, 1µM*, -6%, -10, -26%
> O=C(NCCN1CCCC1)c1ccc2c(c1)N(Cc1cccc(Cl)c1)C(=O)c1ccccc1S2(=O)=O
    -6%, 0%, -1.7, -8, -3, ?, 5%, -10, 0%
> Cc1ccc2c(CC(=O)NCc3ccc4c(c3)OCO4)coc2c1
    1%, -4%, 0.8, -7, -1, ?, 10%, 2, 54%[activator]
> C=CC[C@@H](CC(=O)N(CCO)Cc1ccccc1)C(=O)N[C@@H](C)COC(=O)[C@@H](CC=C)CC(=O)OC(C)(C)C
    -9%, -11%, 0.8, 17, 8, 7%, 0%, 4, 2%
> Cc1ccccc1NC(=S)N1CCN(c2ccccc2Cl)CC1
    -10%, -3%, 0.0, ?, 10, ?, -13%, -22, 8%
> COc1ccc(-c2ccc(SCC(=O)Nc3nnc(C)s3)nn2)cc1
    10%, 1%, -1.1, -4, 2, 2%, 4%, 0, -4%
> CCOC(=O)C1(Cc2ccccc2)CCN(Cc2csc(C(C)=O)c2)CC1
    -2%, -7%, 1.5, -28, 4, ?, 5%, -12, 6%
> Nc1ccc(N2CCCCC2)cc1N1CCCCC1
    1%, -8%, -0.5, -15, 5, -3%, -11%, -5, 9%
> Cc1ccnc(NC(=O)CCC(=O)N(CC(=O)NCc2ccc(F)cc2)Cc2ccco2)c1
    -2%, 1%, 1.6, -1, 10, -22%, 4%, 4, -3%
> C/C(=N\NC(=O)CNC(=O)c1ccncc1)c1ccc(C)cc1
    -2%, -4%, 1.7, 5, 1, 2%[7.66 µM], 4%, -1, 11%[7.66 µM]
> CC(=O)CCC(=O)N1CCC(n2nccc2NC(=O)c2ccccc2C)CC1
    5%, 5%, -0.7, -23, 1, 4%, -12%, 0, 6%
> CC(=O)Nc1ccc(N2CCOCC2)c(S(=O)(=O)Nc2ccccc2Cl)c1
    2%, -15%, -1.3, -10, -26, 7%, 6%, -2, -11%
> Cn1c(CCN2CCCCC2)nc2cc(NS(=O)(=O)c3ccc(Cl)cc3)ccc21
    -1%, -6%, -2.1, -72*, 1, -61%, -3%, -5, -29%
> Cc1cc(=O)c2ccc(Cl)cc2[nH]1
    12%, -7%, 0.0, 19, 1, 9%, 3%, 17, -7%
> Cc1noc(C)c1COc1ccccc1C(=O)N1CCN(S(=O)(=O)c2ccccc2C(F)(F)F)CC1
    -1%, -4%, 0.0, 2, -5, 3%, -1%, -5, 3%
> CCCC/S(CC1CC1(Cl)Cl)=N\S(=O)(=O)c1ccc(C)cc1 (configuration not stated)
    -17%, -11%, -1.4, 23, nt, -6%, 8%, -1, -21%
> O=C(Cc1ccc(Br)cc1)N1CCOCC1
    -8%, -13%, 0.2, -9, 1, 9%, -1%, 0, 1%
> CC(C)Nc1ccc(C(CC(N)=O)NC(=O)c2ccccc2)cc1[N+](=O)[O-] (configuration not stated)
    -1%, ?, -2.9, -28, 0, 30%[activator], 26%, 1, -18%
> CCOC(=O)[C@]12CCCC=C1N(CCC1=CCCCC1)C(=O)[C@H](CC(=O)N1CCCCC1)C2
    2%, -1%, 2.8, 7, -3, ?, nt, -2, -13%
> CN(CC(=O)NCCc1ccc(S(N)(=O)=O)cc1)CC(=O)Nc1ccc(Cl)cc1
    5%, 2%, -2.9, -4, 2, -2%, 10%, 2, -8%
> Cc1noc(C)c1C(=O)Nc1cccc(S(=O)(=O)N2CCCCC2)c1
    7%, -17%, 0.3, -6, 1, -5%, 5%, -4, 2%
> CC(C)Nc1nnc(SC(C)C(=O)NCc2ccc3c(c2)OCO3)s1 (configuration not stated)
    7%, -3%, 0.2, 2, 2, -17%, 14%, 4, 2%
> CC(C)C[C@H]1CNC(=S)N1C[C@H]1CCCN1C[C@H](Cc1ccc(O)cc1)N1C[C@H](Cc2ccccc2)N(CCc2ccccc2)C1=S
    -10%, -3%, -1.0, 5, -2, ?, -1%, -4, -9%
> O=C(/C=C/c1cc(Br)ccc1F)OCC(=O)N1CCOCC1
    2%, -4%, 1.2, 1, 5, 23%, -6%, 6, -7%
> CCCCC(=O)N1CC(=O)Nc2ccc(F)cc2C1c1ccc(F)cc1 (configuration not stated)
    10%, -10%, -2.8, 2, -5, -18%&-12%, 4%, -1&4, -10%&0%
> CC(=O)c1sc(Nc2cccc3ccccc23)nc1C
    10%, -4%, 0.5, -1, -3, 46%[activator], 6%, -2, -11%
